High-throughput results from PubChem.
TCR CD3 inh: inhibitors of human TCR-CD3 interaction | actives 0.37% (n = 360,000) | TAMRA-labeled TCR probe fluorescence, biochemical | inhibition, % at 9.4 µM; in the data active means inhibition above about 19%;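 further: recombinant mutant TCR 2C K166C tagged with TAMRA read by polarization; 0% = receptor in buffer alone and 100% = receptor with positive control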
SIAE primary: inhibitors of human sialic acid acetylesterase SIAE; Q9HAT2; SIAE FP-Rh probe binding, fluorescence polarization; inhibition, % at 9.66 µM; actives 0.69% (n = 370,000); AID 1053197;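 active means inhibition above a cutoff: mean of compounds within the control limits plus 3 SD of those, cut at about 17% in these data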;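 further: 0% = plate median of compound wells and 100% = probe without SIAE protein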
UHRF1 binding: UHRF1 methyl-DNA binding inhibition | UHRF1 binding to methylated oligo, TR-FRET | actives 0.75% (n = 370,000) | inhibition, % at 4.4 µM | Q96T88; in the data active means inhibition above about 21%;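 further: UHRF1 SRA domain binding a hemimethylated CpG hairpin DNA probe; 0% = median of test compound wells and 100% = reference inhibitor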
PRMT1 inh: PRMT1 (human) inhibition, primary screen; Q99873; recombinant PRMT1, activity-based probe fluorescence polarization; inhibition, % at 2.79 µM; actives 1.3% (n = 370,000);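 active means inhibition above about 21% made by adding two undisclosed values, limit read from the data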
Target sequence (Q99873 whole entry, looked up): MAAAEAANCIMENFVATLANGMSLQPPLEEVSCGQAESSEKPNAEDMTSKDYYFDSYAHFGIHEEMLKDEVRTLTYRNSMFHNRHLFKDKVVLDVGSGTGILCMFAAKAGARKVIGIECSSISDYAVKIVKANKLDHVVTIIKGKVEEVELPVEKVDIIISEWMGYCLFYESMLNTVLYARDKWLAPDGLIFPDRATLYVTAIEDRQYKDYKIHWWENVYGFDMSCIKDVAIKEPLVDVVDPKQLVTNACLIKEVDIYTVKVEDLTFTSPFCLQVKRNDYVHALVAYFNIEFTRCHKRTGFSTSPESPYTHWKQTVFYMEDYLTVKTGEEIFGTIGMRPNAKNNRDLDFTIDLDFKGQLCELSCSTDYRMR
HTRA1 inh: blocks human HTRA1 serine peptidase; Q92743; recombinant HTRA1, FP-rhodamine activity-based probe, fluorescence polarization; inhibition, % at 5.96 µM; actives 0.5% (n = 340,000); AID 504803; in the data active means inhibition above about 36%;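 further: 0% = enzyme with DMSO and 100% = wells lacking enzyme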
Target sequence (Q92743 whole entry, looked up): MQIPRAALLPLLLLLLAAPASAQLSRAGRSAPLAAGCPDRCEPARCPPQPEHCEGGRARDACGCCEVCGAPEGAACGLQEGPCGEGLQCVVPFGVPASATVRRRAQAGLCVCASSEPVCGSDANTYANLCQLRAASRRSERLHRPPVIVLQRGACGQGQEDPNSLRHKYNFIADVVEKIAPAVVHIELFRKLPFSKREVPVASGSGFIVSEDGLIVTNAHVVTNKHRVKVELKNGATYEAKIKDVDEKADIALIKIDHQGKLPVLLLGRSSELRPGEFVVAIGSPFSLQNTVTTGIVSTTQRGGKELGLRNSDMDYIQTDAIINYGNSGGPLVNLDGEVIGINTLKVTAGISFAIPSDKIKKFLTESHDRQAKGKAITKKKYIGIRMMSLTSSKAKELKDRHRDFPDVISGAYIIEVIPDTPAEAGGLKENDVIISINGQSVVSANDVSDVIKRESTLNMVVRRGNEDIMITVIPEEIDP
PG9 binder: binds the HIV-1 gp120 antibody PG9 | TR-FRET gp120-PG9 antibody binding | AID 624416 | inhibition, % at 6.7 µM | actives 0.43% (n = 360,000); in the data active means inhibition above about 8.5%
LEDGF integ inh: blocks HIV-1 LEDGF/p75-dependent DNA integration; TR-FRET IN-LEDGF/p75 DNA integration, Eu/Cy5; inhibition, % at 3.7 µM; actives 0.64% (n = 370,000); AID 743269;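 active means inhibition above the screen-wide mean plus 3 SD, cut at about 13% in these data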;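 further: signal is the Cy5 over europium emission ratio at 671 and 618 nm; 0% = plate median of compound wells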
TDP2 inh: TDP2 (human) inhibition, absorbance primary screen; recombinant TDP2, T5PNP hydrolysis, p-nitrophenol absorbance 415 nm; inhibition, % at 12.8 µM; actives 0.34% (n = 370,000); AID 720702;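 active means inhibition above the mean of all tested compounds plus 3 SD, set per campaign, cut at about 25% in these data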;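 further: 0% = DMSO with enzyme and 100% = buffer with substrate but no TDP2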
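System – recombinant human TDP2 · Amount – 120 nM TDP2 per well · Buffer or medium – Mg2+-containing Tris-HCl buffer, pH 7.5 · Reagent – T5PNP substrate, 5 mM · Dosing – 12.8 µM single point, 1% DMSO · Incubation – 2 h at 37 °C · Measured by – epi absorbance · Read-out basis – percent inhibition · Benchmarks – high control without enzyme, low control DMSO plus TDP2 · Repeats – singlicate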
ABHD4 inh: inhibits mouse alpha/beta hydrolase domain 4; AID 720543; purified mABHD4, FP-Rh probe fluorescence polarization; actives 0.54% (n = 370,000); Q8VD66; inhibition, % at 8.92 µM;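 active means inhibition exceeding the mean over every tested compound plus 3 SD, cut at about 30% in these data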;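 further: 0% = plate median of compound wells and 100% = S159A mutant with DMSO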
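Test system: mABHD4 protein | Buffer or medium: HEPES pH 7.0 buffer, 150 mM NaCl, 0.01% Pluronic F-127 | Probe or stimulus: FP-Rh fluorescent activity-based probe, added after compound pre-incubation | Timing: Pre-incubation 45 min, probe exposure 60 min, at 25 °C | Technique: Fluorescence polarization, excitation 525 nm, emission 598 nm, BODIPY TMR filters | Repeats: Single well per compound (singlicate)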
DDE Tn7 FP inh: DD(E)-Tn7 binding inhibition, primary FP screen; P02675; FP displacement of FITC-Tn7 peptide from fibrin DD(E); 0% = median of compound wells per plate; inhibition, % at 8.3 µM; actives 0.13% (n = 370,000); AID 720508;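 active means inhibition above the mean of compounds falling within the control limits plus 3 SD of them, cut at about 14% in these data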;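 further: 0% = plate median of compound wells and 100% = 10 µM Aha-Tn7 peptide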
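Assay system: Human fibrin DD(E) protein | Medium: Tris buffer with calcium and detergent, pH 7.8 | Reagent: 0.1 µM fluorescent Tn7 | Compound dosing: Single point at 8.3 µM | Times: 10 min preincubation, 3 h with tracer, room temperature | Detection: Fluorescence polarization of the labelled Tn7 tracer | Controls: Aha-Tn7 high control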
An asterisk follows results filed as active; / = no result given.

nr	SMILES	TCR CD3 inh	SIAE primary	UHRF1 binding	PRMT1 inh	HTRA1 inh
1	CC(C)Nc1cc(C(C)(C)C)nc2c(-c3ccccc3)cnn12	-1	-10	-2	0	10
2	O=C(Nc1ccc2c(c1)CCC2)Nc1ccc(F)cc1F	-5	2	0	-3	-1
3	O=C(NC1CCCCC1)N1CCC(c2nc3ccccc3[nH]2)CC1	-5	2	2	2	3
4	COc1ccc(-n2c(NNC(C)=O)nc3sc4c(c3c2=O)CCCC4)cc1	1	2	-2	-2	1
5	COc1ccc(NC(=O)CN(C)C(=O)Cn2cnc3c2c(=O)n(C)c(=O)n3C)cc1	2	2	1	0	6
6	Cc1nc2ccccc2n1C(=O)N(C)C	8	1	1	-3	-2
7	CC1Cc2ccccc2N1C(=O)COC(=O)C1(c2ccccc2F)CCCC1 (centres undefined)	6	-5	-1	1	-19
8	CCc1ccc(CN2CCC(n3nccc3NC(=O)c3ccccc3Cl)CC2)cc1	3	12	0	0	-8
9	COc1cc(C(=O)NC23CC4CC(CC(C4)C2)C3)cc(OC)c1OC	-1	-1	2	-6	8
10	CC(=O)c1ccc(NC(=O)COC(=O)Cn2cnc3ccccc32)cc1	4	3	0	1	5
11	Cc1ccccc1/C=N/N1CCN(c2ccccc2)CC1	5	1	-1	-4	-7
12	CCC(C)C(CO)NCCCn1cnc(C(=O)Nc2ccc(C)c(C)c2)n1 (centres undefined)	6	0	-1	1	16
13	CC(=O)c1c(C)[nH]c(C(=O)CN2C(=O)NC(CCc3ccccc3)C2=O)c1C (centres undefined)	5	-5	4	2	6
14	Brc1ccc(C2=Nc3ccccc3C(c3ccncc3)=NN2)cc1	-2	-2	0	5	-1
15	O=S(=O)(NN=C(c1ccccc1)c1ccccc1)c1ccccc1	0	-5	0	2	-2

nr	PG9 binder	LEDGF integ inh	TDP2 inh	ABHD4 inh	DDE Tn7 FP inh
1	-0.1	1	0	-2	4
2	-0.2	0	8	0	-2
3	-0.6	-4	7	-1	0
4	-0.1	2	0	2	1
5	0.3	-3	-8	-1	4
6	-0.9	-5	-10	5	-1
7	0.3	4	1	-2	-10
8	-1.5	-3	2	-2	10
9	1.9	4	-21	-9	3
10	-2.3	3	10	3	7
11	-1.6	-2	0	6	3
12	-0.2	-3	3	1	1
13	-0.5	1	-4	9	0
14	2.2	-7	-7	3	-1
15	-0.4	-4	5	-7	3

New compounds follow.
nr	SMILES	TCR CD3 inh	SIAE primary	UHRF1 binding	PRMT1 inh	HTRA1 inh
16	COc1ccc(NC(=O)NNC(=O)CCC(=O)Nc2ccccc2Cl)cc1	0	-3	3	2	11
17	CC1=C(C(=O)N(C(C)C)C(C)C)CC(CC(=O)NCc2ccco2)C(=O)N1Cc1ccc(C(C)(C)C)cc1 (centres undefined)	-3	1	1	3	/
18	COc1ccc(CCCC(=O)N/N=C\c2cccs2)cc1	-2	3	-2	-4	1
19	Nc1cccc(S(=O)(=O)Nc2ccccc2)c1	0	-3	-3	4	5
20	c1ccc(CC2CCN(c3nc4ccccc4n4nnnc34)CC2)cc1	33*	-15	0	1	-7
21	CC1(Cc2cccc(F)c2)C(=O)Nc2ccc(S(=O)(=O)NC3CCCCC3)cc21 (centres undefined)	7	-3	-3	0	/
22	CCOc1cccc2cc(-c3nnc(NCc4ccco4)s3)c(=O)oc12	5	-33	-6	3	-22
23	C=CCOc1ccc(/C(O)=C2\C(=O)C(=O)N(CCCOC)C2c2ccncc2)cc1 (centres undefined)	6	4	0	-1	5
24	CCc1nc2c(s1)CCc1onc(-c3ccc(Cl)cc3)c1-2	-1	0	13	0	-13
25	Cc1cccc(NC(=O)CNC(=O)COC(=O)C2CC2C)c1C (centres undefined)	2	-4	8	1	-7
26	Nc1nc(CCl)nc(Nc2cccc3ccccc23)n1	-2	-1	-1	0	/
27	Cc1ccc(S(=O)(=O)N(C(=O)c2ccncc2)c2ccc(OC(=O)c3ccncc3)c3ccccc23)cc1	8	8	-2	86*	-6
28	COc1ccc2cc(C3NC(=O)c4ccccc4N3)c(Cl)nc2c1 (centres undefined)	1	9	3	-1	-9
29	N#Cc1c(N)nc2c(c1-c1ccc3c(c1)OCO3)CCc1ccccc1-2	0	-15	9	3	-27
30	COc1ccc(-c2nc(-c3ccc(Br)o3)no2)cc1	2	0	2	6	1

nr	PG9 binder	LEDGF integ inh	TDP2 inh	ABHD4 inh	DDE Tn7 FP inh
16	0.3	-9	1	-4	9
17	-0.7	3	-5	2	3
18	-0.1	2	3	-1	0
19	2.6	-3	4	-2	-2
20	2.3	-2	7	3	2
21	-0.6	2	8	-6	4
22	-0.3	1	4	-4	0
23	2.5	-3	7	2	0
24	0.5	1	6	0	2
25	-0.1	-2	3	-9	0
26	-1.9	-2	9	-5	-7
27	-3.2	0	11	18	-2
28	-0.4	-2	7	-3	5
29	-0.5	1	3	-30	-3
30	-2.5	2	4	-7	5

Brought forward from above: 4 entries, then new ones.
nr	SMILES	TCR CD3 inh	SIAE primary	UHRF1 binding	PRMT1 inh	HTRA1 inh
27	Cc1ccc(S(=O)(=O)N(C(=O)c2ccncc2)c2ccc(OC(=O)c3ccncc3)c3ccccc23)cc1	8	8	-2	86*	-6
28	COc1ccc2cc(C3NC(=O)c4ccccc4N3)c(Cl)nc2c1 (centres undefined)	1	9	3	-1	-9
29	N#Cc1c(N)nc2c(c1-c1ccc3c(c1)OCO3)CCc1ccccc1-2	0	-15	9	3	-27
30	COc1ccc(-c2nc(-c3ccc(Br)o3)no2)cc1	2	0	2	6	1
31	Cc1ccc(C)c(NC(=S)N2CCC(c3nc4ccccc4s3)CC2)c1	-7	5	3	-1	-11
32	COC(=O)CCC(=O)Nc1ccccc1C(N)=O	-5	-5	1	3	-3
33	Cc1cccc(C(=O)Nc2ccnc(-c3ccncc3)n2)c1	-4	-2	-4	3	-45
34	CCOc1cc(/C=C2\C(=O)N(Cc3ccco3)C(C)=C2C(=O)OC)ccc1O	15	3	1	46*	4
35	CNC(=S)NNC(=O)c1cccn(Cc2ccc(Cl)c(Cl)c2)c1=O	22*	10	0	3	-10
36	O=C1CSC(c2ccncc2)N1Cc1ccco1 (centres undefined)	-1	-4	-3	9	10
37	O=c1ccoc2ccccc12	9	-3	0	-2	/
38	COc1ccc2nccc(/C=C/c3ccnc4ccc(OC)cc34)c2c1	-9	-4	8	9	/
39	O=C(CC1CC1)Nc1ccc2c(c1)[C@H]1C[C@H](CC(=O)N3CCc4ccccc4C3)O[C@@H](CO)[C@H]1O2	-6	1	15	3	2
40	CN1CCN(C(=O)c2c(NC(=O)c3ccco3)sc3c2CCC(C(C)(C)C)C3)CC1 (centres undefined)	2	-3	4	-2	-1
41	CCn1c(COc2ccc(=O)n(-c3ccccc3)n2)nnc1SCc1ccccc1C	6	0	0	-3	-1
42	COc1ccc(C2c3c(ncn(CCN4CCOCC4)c3=N)Oc3ccc4ccccc4c32)cc1OC (centres undefined)	6	-9	13	1	-16
43	CCCc1nc2sc3ccccc3c(=O)c2c(=O)n1Cc1ccccc1	0	-1	-3	-5	2
44	COc1ccc(CC(=O)N/N=C/c2cc([N+](=O)[O-])cc(Br)c2O)cc1	37*	-2	1	1	10
45	CCOc1ccccc1NC(=O)Cn1nnc(C(=O)NCc2ccco2)c1N	0	-7	4	2	4

nr	PG9 binder	LEDGF integ inh	TDP2 inh	ABHD4 inh	DDE Tn7 FP inh
27	-3.2	0	11	18	-2
28	-0.4	-2	7	-3	5
29	-0.5	1	3	-30	-3
30	-2.5	2	4	-7	5
31	-0.6	2	-8	-7	-5
32	3.3	-2	5	5	5
33	0.3	-6	5	-4	-1
34	0.5	14*	2	13	3
35	0.2	-5	-3	16	9
36	1.3	0	9	4	8
37	0.0	4	-3	11	4
38	1.8	3	-2	1	1
39	-1.3	-1	4	1	0
40	-0.7	0	0	1	-5
41	0.2	1	-11	0	6
42	-2.2	1	7	-8	9
43	0.5	-1	5	-1	-3
44	-0.8	1	-3	6	5
45	-2.4	-1	7	-5	6

Three compounds out of the list, sorted by molar mass, lowest first.
nr	SMILES	TCR CD3 inh	SIAE primary	UHRF1 binding	PRMT1 inh	HTRA1 inh
31	Cc1ccc(C)c(NC(=S)N2CCC(c3nc4ccccc4s3)CC2)c1	-7	5	3	-1	-11
34	CCOc1cc(/C=C2\C(=O)N(Cc3ccco3)C(C)=C2C(=O)OC)ccc1O	15	3	1	46*	4
40	CN1CCN(C(=O)c2c(NC(=O)c3ccco3)sc3c2CCC(C(C)(C)C)C3)CC1 (centres undefined)	2	-3	4	-2	-1

nr	PG9 binder	LEDGF integ inh	TDP2 inh	ABHD4 inh	DDE Tn7 FP inh
31	-0.6	2	-8	-7	-5
34	0.5	14*	2	13	3
40	-0.7	0	0	1	-5

Further results follow:
nr	SMILES	TCR CD3 inh	SIAE primary	UHRF1 binding	PRMT1 inh	HTRA1 inh
46	CCC(C)c1ccc(C(C)NC(=S)NC2CCCCC2)cc1 (centres undefined)	-4	-8	1	-1	-20
47	CC(=O)Nc1nc2ccc(S(=O)(=O)N3CCCCC3)cc2s1	4	6	1	0	-8
48	CN1c2ccccc2C2(C)CCCC3=Cc4cc([N+](=O)[O-])cc([N+](=O)[O-])c4OC312 (centres undefined)	-1	52*	3	1	3
49	CCSc1nnc(CSc2ncccn2)n1C	-3	4	-1	2	4
50	CCOc1ccccc1NC(=O)CCn1cccc1	-5	1	5	-1	-5
51	Cc1ccc(NC(=O)c2cccc3c2C(=O)N(C2CCCCC2)C3)cc1	-2	-8	6	3	0
52	COc1cc(C)c(/C=C/C(C)=C/C=C/C(C)=C/C(=O)O)c(C)c1C	-8	3	3	2	-5
53	Oc1ccc(N2CCN(C(c3ccccn3)c3nnnn3C3CCCC3)CC2)cc1 (centres undefined)	8	4	-5	5	15

nr	PG9 binder	LEDGF integ inh	TDP2 inh	ABHD4 inh	DDE Tn7 FP inh
46	-2.5	3	1	-4	-1
47	-1.4	2	-7	-1	1
48	0.7	3	3	-5	-2
49	0.2	-2	1	1	-5
50	0.9	0	-10	0	-7
51	1.5	1	-18	-13	5
52	-1.9	-1	1	-2	2
53	0.8	-1	2	22	-3
